# TAAR1 ag = agonists of human TAAR1; Q96RJ0; activation, % at 3 µM; CHO RD-HGA16 TAAR1, Fluo-8 calcium fluorescence; vehicle wells 0%, saturating PEA agonist 100%; actives 0.99% (n = 360,000);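 active means activation above the mean activation of all test compounds in the run plus 3 SD, cut at about 38% in these data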
#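 Assay system: CHO-derived RD-HGA16 cells with stable Gα16 and human TAAR1; timing: 17-24 h seeding, 75 min 37 °C dye, 30 min RT; read-out: % activation from peak over basal fluorescence ratio, DMSO-to-PEA scaled; measured by: kinetic Fluo-8 calcium fluorescence; benchmarks: low control DMSO, high control PEA (EC100); doses: 3 µM single concentration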
# V1aR counter = activates human V1a receptor in oxytocin agonist counter-screen; P37288; actives 0.25% (n = 320,000); CHO-V1R cells, Fluo-8 calcium fluorescence, agonist mode; 0% DMSO, 100% 3 nM vasopressin; activation, % at 3 µM;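 active means activation above the mean activation of all tested compounds plus 3 SD, per screening run, cut at about 20% in these data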;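 further: signal is peak over basal fluorescence ratio across a 100 second FLIPR read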
# OXTR potentiator = potentiators of human oxytocin receptor; activation, % at 3 µM; actives 0.061% (n = 320,000); CHO-OTR cells, Fluo-8 calcium fluorescence, potentiator mode; 0% = oxytocin EC15, 100% = EC100; AID 2445; P30559;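 active means activation above that plate's cutoff, the mean activation of tested compounds plus 3 SD, cut at about 6.6% in these data, passing the limit was not always enough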;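 further: 100% uses oxytocin at 75 nM as the full agonist control; some results filed as inactive read as strong as hits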
# Target sequence (P30559 whole entry, looked up): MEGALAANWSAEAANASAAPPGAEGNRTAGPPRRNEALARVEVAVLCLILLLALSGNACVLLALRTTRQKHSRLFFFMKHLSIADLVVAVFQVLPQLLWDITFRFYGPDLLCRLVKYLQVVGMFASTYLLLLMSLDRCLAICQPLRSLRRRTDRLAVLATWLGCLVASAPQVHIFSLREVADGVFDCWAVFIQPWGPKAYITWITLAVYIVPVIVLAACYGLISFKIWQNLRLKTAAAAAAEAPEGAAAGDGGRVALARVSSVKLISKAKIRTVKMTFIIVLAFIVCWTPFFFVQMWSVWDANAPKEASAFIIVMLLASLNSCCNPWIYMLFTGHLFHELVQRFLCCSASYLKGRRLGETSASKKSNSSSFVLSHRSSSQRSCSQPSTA
#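 assay system = CHO-OTR cells, human receptor | schedule = compound 6 min at room temperature before oxytocin, 100 s read | detection = Fluo-8 intracellular calcium fluorescence, ex 470-495, em 515-575 nm | evaluation = normalized max/min fluorescence ratio, % activation | control set = EC15 oxytocin alone as 0%, 75 nM oxytocin (EC100) as 100%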
# CHO-K1 Ca antag = counter-screen for M1 antagonists: effect in parental CHO-K1 cells | ATP-induced calcium, Fluo-8 fluorescence | inhibition, % at 3 µM | actives 0.6% (n = 360,000);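 active means inhibition above a per-plate cutoff, the plate's mean sample inhibition plus 3 SD, cut at about 24% in these data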;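 further: 0% = DMSO plus EC80 ATP and 100% = DMSO alone without ATP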
# M1 ag = human M1 muscarinic receptor agonism. P11229. CHO-K1 hM1, Fluo-8 calcium fluorescence, agonist mode; 0% DMSO, 100% acetylcholine EC100. activation, % at 3 µM. actives 0.33% (n = 360,000). AID 588814;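 active means activation above the run's mean compound activation plus 3 SD, cut at about 16% in these data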;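 further: peak over basal fluorescence ratio within a 140 s kinetic read after compound addition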
# Target sequence (P11229 whole entry, looked up): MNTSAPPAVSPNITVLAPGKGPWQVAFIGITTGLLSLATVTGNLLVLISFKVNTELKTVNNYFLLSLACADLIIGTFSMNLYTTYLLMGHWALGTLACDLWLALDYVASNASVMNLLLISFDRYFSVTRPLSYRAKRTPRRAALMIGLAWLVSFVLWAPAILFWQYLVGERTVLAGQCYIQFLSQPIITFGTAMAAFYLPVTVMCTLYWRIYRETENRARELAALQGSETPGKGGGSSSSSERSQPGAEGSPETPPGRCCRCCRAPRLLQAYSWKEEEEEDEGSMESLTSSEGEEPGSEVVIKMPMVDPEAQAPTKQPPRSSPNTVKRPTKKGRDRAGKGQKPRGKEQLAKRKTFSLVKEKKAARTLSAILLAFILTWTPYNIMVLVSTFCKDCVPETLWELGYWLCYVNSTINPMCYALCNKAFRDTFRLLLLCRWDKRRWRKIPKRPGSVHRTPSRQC
# TAAR1 antagonist = antagonists of human TAAR1. Q96RJ0. CHO RD-HGA16 TAAR1, Fluo-8 calcium fluorescence, antagonist. inhibition, % at 3 µM. actives 1.5% (n = 360,000);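 active means inhibition above a per-plate cutoff, the mean inhibition of test compounds on that plate plus 3 SD, cut at about 49% in these data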;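 further: 0% = DMSO plus EC80 beta-PEA response and 100% = DMSO alone without agonist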
#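 Test system: hTAAR1-expressing CHO RD-HGA16 cells, Gα16-coupled; Probe or stimulus: EC80 β-phenethylamine stimulus; Compound dosing: single nominal final test compound concentration of 3 µM; Timing: 140 s kinetic read after compound, 140 s after agonist; Signal: Fluo-8 calcium-sensitive fluorescence; Measure: % inhibition of agonist calcium response; Controls: DMSO and EC80 PEA controls.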
# CHO parental Ca = signal in parental CHO cells, OX1R antagonist counter-screen | parental CHO-K1, ATP-induced calcium, Fluo-8 fluorescence | inhibition, % at 5.6 µM | actives 0.63% (n = 330,000) | AID 463079;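 active means inhibition above that plate's mean sample inhibition plus 3 SD, cut at about 26% in these data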;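 further: 0% = ATP-challenged DMSO wells and 100% = DMSO wells without ATP; some compounds past the cut are filed as inactive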
#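 Material: Parental CHO cells | Reagent: ATP | Compound dosing: Single nominal dose of 5.6 µM per compound | Detection: Intracellular calcium via Fluo-8 no-wash fluorescent dye | Read-out: % inhibition of ATP-induced calcium mobilization | Benchmarks: Low control ATP plus DMSO, high control DMSO only | Replicates: Singlicate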
# CHO-K1 Ca ag = nonselective activator or artifact in parental CHO-K1 cells; actives 0.48% (n = 360,000); activation, % at 3 µM; Fluo-8 calcium fluorescence; scaled to maximal ATP response, vehicle zero; in the data active means activation above about 15%;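 further: untransfected CHO-K1 host cells lacking M1 receptor as counterscreen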
# CHO-K1 Ca PAM = counter-screen for M1 PAMs: effect in parental CHO-K1 cells. activation, % at 3 µM. ATP EC20, Fluo-8 calcium fluorescence; 0% at ATP EC20, 100% at ATP max. actives 0.02% (n = 360,000);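 active means activation above the run cutoff, the mean activation of all test compounds plus 3 SD, cut at about 40% in these data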;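 further: peak over basal fluorescence ratio in a 140 s read after ATP addition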
# The depositor's hits bear a star; · = not tested or not shown.
SMILES,TAAR1 ag,V1aR counter,OXTR potentiator,CHO-K1 Ca antag,M1 ag,TAAR1 antagonist,CHO parental Ca,CHO-K1 Ca ag,CHO-K1 Ca PAM
CC(C)(C)C(=O)Nc1nnc([C@H]2C[C@H](O)[C@@H](CO)O2)s1,1,·,·,13,0,9,·,0.9,9
CCCC(=O)N1CCC1(C)C(=O)NS(=O)(=O)c1cccc(Cl)c1 (centres undefined),1,·,·,-18,-2,9,·,1.3,17
Cc1cc(-c2cc(C(=O)NC3CCCC3)on2)nc(NC2CCCC2)n1,0,0.0,2,-2,-3,19,-2,1.8,15
CC1(Cc2ccccc2OC(F)(F)F)C(=O)Nc2ccc(OC(F)(F)F)cc21 (centres undefined),-1,·,·,-4,-3,7,·,0.1,15
CC(=O)N(Cc1ccccc1)c1ccccc1C(=O)O,0,0.2,0,-14,-3,-44,-8,0.9,19
CC(C)c1ccc(C(=O)OC2CCOC2=O)cc1 (centres undefined),-5,0.9,-5,0,-5,-10,-10,8.2,3
COC(=O)Nc1ccccc1C(=O)N1CCC(O)(c2ccc(Cl)cc2)CC1,0,0.8,-2,-4,-5,16,-7,1.2,8
Cc1ccc(CNC(=O)C2CCCN(S(=O)(=O)N3CC(C)CC(C)C3)C2)cc1 (centres undefined),-2,-1.3,-4,-9,-6,-9,-13,-0.3,13
COc1ccccc1C(=O)NC(=O)COC(=O)C1CC2CCCC(C1)C2=O (centres undefined),4,·,·,7,-4,-36,·,0.6,17
CCCn1nc(C(=O)OCC(=O)NC(C)c2ccccc2)c2ccccc2c1=O (centres undefined),-1,-1.1,-2,-1,-4,-23,0,4.2,11
CCCOc1ccc(C(CC(=O)O)NC(=O)c2sc3ccccc3c2Cl)cc1 (centres undefined),3,-0.6,-7,4,-5,-22,-18,2.5,7
CCc1nc(SCC(=O)Nc2nnc(CC)s2)c2c(C)c(C)sc2n1,13,1.0,5,13,0,5,-11,1.2,-11
Cc1cccc(COc2ncnc3nc[nH]c23)c1,5,4.9,-1,11,1,8,-1,3.4,-6
Nc1[nH]c(=S)nc2nc(-c3ccccc3)c(-c3ccccc3)nc12,22,-1.1,-6,1,-14,-2,-4,1.0,-1
Cc1nn(-c2ccccc2)c(N)c1C1(O)C(=O)Nc2ccc([N+](=O)[O-])cc21 (centres undefined),0,0.4,2,-8,-2,8,3,4.4,22
CN(C)CCOC(=O)CCc1ccccc1,2,0.2,-2,1,-5,4,7,2.1,11
CCCCN(C(=O)CCC(=O)Nc1cc(C)on1)C(C(=O)NC1CCCC1)c1ccc(OCC)cc1 (centres undefined),1,-1.7,2,-24,-10,-23,-16,-0.7,22
O=C(COC(=O)c1cccnc1Nc1cccc(C(F)(F)F)c1)NCCN1C(=O)CSC1=O,5,0.8,-6,-6,1,9,-5,0.1,6
COc1ccc(N2CC(C)Cn3c2nc2c3c(=O)n(Cc3ccccc3F)c(=O)n2C)c(OC)c1 (centres undefined),1,-1.0,-2,4,-5,1,-14,0.3,6
COc1ccc(C(CNC(=O)C2CC(=O)N(Cc3ccccc3)C2)N2CCCC2)cc1 (centres undefined),0,0.2,-3,-6,-6,-22,-25,0.0,5

# Another view of two compounds above:
compound: COC(=O)Nc1ccccc1C(=O)N1CCC(O)(c2ccc(Cl)cc2)CC1
  TAAR1 ag: 0
  V1aR counter: 0.8
  OXTR potentiator: -2
  CHO-K1 Ca antag: -4
  M1 ag: -5
  TAAR1 antagonist: 16
  CHO parental Ca: -7
  CHO-K1 Ca ag: 1.2
  CHO-K1 Ca PAM: 8
compound: Cc1ccc(CNC(=O)C2CCCN(S(=O)(=O)N3CC(C)CC(C)C3)C2)cc1 (centres undefined)
  TAAR1 ag: -2
  V1aR counter: -1.3
  OXTR potentiator: -4
  CHO-K1 Ca antag: -9
  M1 ag: -6
  TAAR1 antagonist: -9
  CHO parental Ca: -13
  CHO-K1 Ca ag: -0.3
  CHO-K1 Ca PAM: 13

# Going on with the list:
SMILES,TAAR1 ag,V1aR counter,OXTR potentiator,CHO-K1 Ca antag,M1 ag,TAAR1 antagonist,CHO parental Ca,CHO-K1 Ca ag,CHO-K1 Ca PAM
CC(NC(=O)CN1C(=O)NC(c2ccccc2)(c2ccccc2)C1=O)c1cccs1 (centres undefined),7,2.7,-8,-10,4,4,-18,3.1,21
N/C(=N\OC(=O)c1cccc(F)c1)c1cccc([N+](=O)[O-])c1,-2,0.9,-8,10,-1,3,-2,-0.3,-13
Cc1cccc(-c2cc(C(=O)Nc3c(C)n(C)n(-c4ccccc4)c3=O)c3ccccc3n2)c1,9,-0.9,-5,-6,-1,70*,-10,5.5,6
O=C(NC1CCCCC1)NC1(C(=O)NCCCN2CCOCC2)CCCCC1,7,0.4,-2,18,-2,-3,-6,-0.5,-4
CNS(=O)(=O)c1cc(Cl)ccc1Sc1ccccc1C(=O)O,0,0.6,-10,-8,-1,-16,-6,1.1,11
Cc1cc2nc(SCC(=O)O)nc(C)c2cc1C,3,0.3,-1,-24,-6,-21,7,1.0,19
CC(C)N(Cc1cn[nH]c1-c1ccc(-c2ccccc2)cc1)Cc1nccn1C,13,1.9,-2,3,-10,-5,-20,2.3,7
CNc1nc(N)nc(OC(C(F)(F)F)C(F)(F)F)n1,3,0.2,-3,-14,-4,-5,-9,0.8,22
Cc1cccc(-c2noc(CNC(=O)c3ccc4c(c3)OCO4)n2)c1,1,3.6,-13,-18,-2,-5,0,3.3,1
C=CCn1cnc2scc(-c3ccccc3)c2c1=O,9,-1.1,-15,-9,-5,7,-10,0.3,17
COc1ccc(/C=N/Nc2nnc(C)n2N)cc1OC,2,1.9,0,-11,-3,-19,-3,1.1,21
Cc1sc2nc(CN3CCCCC3)nc(N3CCN(C(=O)c4ccco4)CC3)c2c1C,-2,-0.3,5,-8,-8,11,-15,-0.3,1
Cc1cccc(-c2nnn(C/C(N)=N/O)n2)c1,-1,0.4,-8,-13,-12,-2,1,0.5,14
COc1ccc(NC(C)=O)cc1NS(=O)(=O)c1cn(C)c(=O)n(C)c1=O,1,0.0,-4,8,-2,-15,-7,-0.1,-8
O=C(O)CSc1nnc(-c2ccccc2Br)n1-c1cccc(C(F)(F)F)c1,4,0.7,0,4,-4,2,-2,0.1,-11
CC1CN(Cc2cc(=O)[nH]c(C3CC3)n2)CC(C)O1 (centres undefined),2,1.0,-9,-13,-1,-9,-12,0.8,7
COc1ccc(NC(=S)NNc2ccc(S(=O)(=O)Nc3ccccc3C(=O)O)cc2[N+](=O)[O-])cc1,-2,-1.1,-2,-2,0,-18,-2,-0.3,11
CN(C)C(CNC(=O)c1cc2ccccc2oc1=O)c1ccccc1 (centres undefined),2,1.7,2,-9,-11,-1,-7,0.7,15
Cc1ccc(NC(=O)C(OC(=O)c2ccc(C=O)cc2)c2ccccc2)cc1Cl (centres undefined),·,0.5,-12,-9,-9,·,14,2.4,22
O=C(NC(=S)Nc1ccccc1N1CCOCC1)c1ccco1,4,2.9,9,-4,-5,-2,-3,4.4,16
COc1cccc(CNC(=O)C2(C)CCCN2C(=O)C(C)C)c1 (centres undefined),4,·,·,-2,-3,-12,·,0.7,2
CCOc1ccc(-n2c(=O)[nH]c3sc4c(c3c2=O)CCCC4)cc1,1,-1.8,-4,-9,-1,4,7,0.3,-2
COc1ccc(CCNc2ccc(C)cc2)cc1,-1,-0.8,5,-26,7,-19,-31,0.0,8
CC(C)NC(=O)CN1C(=O)CSc2ccc(S(=O)(=O)N3CCCC3)cc21,0,-0.5,-3,-8,-6,-18,-14,-0.1,8
N#C/C(=C\c1cccs1)c1nc2ccccc2[nH]1,4,0.4,-5,11,-3,9,-9,1.9,13
CCOC(=O)c1cnn(-c2ccccc2)c1NC(=O)c1ccccc1,6,0.6,3,-15,-4,3,-12,0.9,20
COCCn1c(SCC(=O)NC(=O)NC2CCCC2)nc2ccccc2c1=O,-1,-0.4,-7,5,-3,5,-23,-0.4,-3
CCOc1ccc(S(=O)(=O)N2CCCCC2)cc1NC(=O)CN1C(=O)NC(C)(c2ccccc2)C1=O (centres undefined),1,-0.5,-6,0,-3,-1,-11,1.5,5
CC1CCCCC12NC(=O)N(CC(=O)N1CCN(Cc3ccc(C#N)cc3)CC1)C2=O (centres undefined),5,0.8,-1,-11,1,6,-2,0.6,15
CN(C)c1ccc(NC(=O)C2C3C=CC(C3)C2C(=O)O)cc1 (centres undefined),1,·,·,-12,-3,-4,·,-0.5,10
CCOC(=O)c1cnc(-n2nc(C)cc2C)nc1Nc1ccc(C)cc1,0,·,·,-3,-2,7,·,0.6,20
Cc1ccc(C(=O)CCNc2ccc(Cl)cc2)o1,6,-0.3,-5,-3,-3,-4,-3,0.0,2
CCCc1cc(=O)oc2cc(C)cc(OC(C)C(=O)NCCN3CCOCC3)c12 (centres undefined),2,1.5,-10,-7,-2,-8,-9,1.4,14
O=C(CCn1c(=O)oc2ccccc21)Nc1ccccc1,2,1.6,-6,-1,-3,5,-4,0.7,9

# Among those listed so far, these have a COOH group.
SMILES,TAAR1 ag,V1aR counter,OXTR potentiator,CHO-K1 Ca antag,M1 ag,TAAR1 antagonist,CHO parental Ca,CHO-K1 Ca ag,CHO-K1 Ca PAM
CC(=O)N(Cc1ccccc1)c1ccccc1C(=O)O,0,0.2,0,-14,-3,-44,-8,0.9,19
CCCOc1ccc(C(CC(=O)O)NC(=O)c2sc3ccccc3c2Cl)cc1 (centres undefined),3,-0.6,-7,4,-5,-22,-18,2.5,7
CNS(=O)(=O)c1cc(Cl)ccc1Sc1ccccc1C(=O)O,0,0.6,-10,-8,-1,-16,-6,1.1,11
Cc1cc2nc(SCC(=O)O)nc(C)c2cc1C,3,0.3,-1,-24,-6,-21,7,1.0,19
O=C(O)CSc1nnc(-c2ccccc2Br)n1-c1cccc(C(F)(F)F)c1,4,0.7,0,4,-4,2,-2,0.1,-11
COc1ccc(NC(=S)NNc2ccc(S(=O)(=O)Nc3ccccc3C(=O)O)cc2[N+](=O)[O-])cc1,-2,-1.1,-2,-2,0,-18,-2,-0.3,11
CN(C)c1ccc(NC(=O)C2C3C=CC(C3)C2C(=O)O)cc1 (centres undefined),1,·,·,-12,-3,-4,·,-0.5,10

# From PubChem
